Screening data (PubChem BioAssay)
PriA SSB inh: inhibitors of Klebsiella pneumoniae PriA binding to SSB C-terminal tail, primary screen, biochemical, AlphaScreen. PriA–SSB C-terminal tail interaction (Klebsiella pneumoniae). AlphaScreen SSBct-PriA binding, biotinylated peptide. inhibition, % at 33 µM. 430,000 tested, 0.6% active; in the data active = inhibition mostly above about 37%, no sharp cut-off; inactive = mostly below about 20%;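 also: plate controls were negative control peptide for no effect and reference peptide for full effect; strong numbers were not always called active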
Starred values were filed as active, the others as inactive; & = joins results of further samples. These rows are one share of the data, so the mix of outcomes need not match the whole.

SMILES	PriA SSB inh
O=C(NCC1CCCN1c1ccccc1)c1cc(-c2ccc(F)cc2)c[nH]1 (stereo not drawn)	-1
COc1ccc(S(=O)(=O)NCc2nc(C)cc(N(C)C)n2)c(C)c1C	-4
Cc1cc(C(=O)NN=C2CC(=O)CC(C)(C)C2)c(C)n1-c1ccc(F)cc1	-1
Cc1cccc(-c2sc(=S)n3c4ccccc4c(=O)n(Cc4ccc(F)cc4Cl)c23)c1	-5
CCSc1ccccc1C(=O)NCCN1CCC(c2cccs2)CC1	-3
Cn1nccc1-c1nnc(NC(=O)c2c(F)cccc2Cl)o1	2
Cn1nc(-c2cccs2)cc1C(=O)N1CCCCC1c1cc(C(N)=O)n[nH]1 (stereo not drawn)	-5
O=C(Cc1cccs1)N(Cc1cccnc1)c1nc2ccc(F)cc2s1	17
O=C(c1cccs1)N1CCc2ccc(NS(=O)(=O)CCOc3ccccc3)cc2C1	14
COCCN1CCC(CNS(=O)(=O)c2ccc3c(c2)CCCC3)CC1	-6
Cc1nc(NC(=O)c2cc(C3CC3)n(C3CCS(=O)(=O)C3)n2)sc1C (stereo not drawn)	-5
Cc1cnc(-n2nnc(C(=O)NCC(N)=O)c2C)s1	0
Cc1nc(OC(C)C)cc(N2CCN(C(=O)Nc3cccc(C(F)(F)F)c3)CC2)n1	-12
NC(=O)CSc1nnc(N)s1	0
CS(=O)(=O)N1CCN(C(=O)c2cccc(Oc3ccccn3)c2)CC1	1
CCCCSc1nnc(CNC(=O)c2cccc3ccccc23)n1-c1ccccc1	-9
CN1c2ccccc2C(=O)C(=CNc2ncccn2)S1(=O)=O	1
O=C(Nc1nc(-c2ccccn2)cs1)C1CC1c1ccccc1Cl (stereo not drawn)	48
O=C(CCCSc1ccc(NC(=O)c2cccs2)nn1)Nc1cccnc1	-11
CC(C)C(=O)Nc1ccc(C(=O)NCCNC(=O)c2ccc3c(c2)OCO3)cc1	-23&-6
COC(=O)Nc1ccc(S(=O)(=O)NCc2ccnc(-c3cccs3)c2)cc1	-11
Cc1ccnc(SCc2cc(=O)c(OC(=O)Cc3ccc([N+](=O)[O-])cc3)co2)n1	-3
Cc1ccccc1-c1ccc(N2CCC(C(=O)Nc3cccnc3)CC2)nn1	-7
O=C(NCc1c(F)cccc1F)c1c(O)nc2sccn2c1=O	-3&5
CSc1ccc(C(O)CNS(=O)(=O)C2CC2)cc1 (stereo not drawn)	-6
S=C(NNc1nc(N2CCCC2)nc(N2CCCC2)n1)Nc1ccc(Cl)cc1	17
CC(=NN1CCN(C2c3ccccc3-c3ccccc32)CC1)c1ccncc1	3
Cc1c(CNC(=O)c2ccc(S(N)(=O)=O)cc2)sc2nc(-c3ccc(F)cc3)cn12	-3
O=C(CSc1nnc(NC(=O)CSCc2ccccc2)s1)Nc1nccs1	-3
Cc1nn(C)c(C)c1S(=O)(=O)NCc1cccc(Oc2ccccn2)c1	-12
O=S(=O)(c1ccc(-c2csc(N/N=C\c3cccs3)n2)cc1)N1CCCC1	-6
O=C(NCC1CCN(Cc2cccs2)CC1)c1cccc2ccccc12	0
COCCN1CSC(=S)N(Cc2ccccc2)C1	-3
NNC1CS(=O)(=O)CC1O (stereo not drawn)	-27
N#Cc1cccc(C(=O)N2CCC(CSCc3ccco3)CC2)c1	3
COC(=O)c1ccc(CSc2nc(-c3cccs3)nc3c2c(=O)n(C)c(=O)n3C)o1	-11
CCn1nccc1C(=O)Nc1sccc1-c1nc2ccccc2s1	-19
O=C(Cn1c2c(c(=O)n(C3CCCCC3)c1=O)CCC2)N1CCOCC1	-9
COc1ccccc1NC(=O)C1=C(C)Nc2ncnn2C1c1ccccc1F (stereo not drawn)	2
CCOc1cc(C)c(Cl)cc1S(=O)(=O)NCCC1=CCCCC1	2
Cc1cc(-c2nnc(NC(=O)CS(=O)(=O)c3ccc(Cl)cc3)o2)nn1C	-12
O=S1(=O)CCC(n2nc(-c3ccco3)cc2NS(=O)(=O)c2cccc(Cl)c2)C1 (stereo not drawn)	-2
O=C(NCC1CCN(C(=O)c2ccncc2)CC1)c1cccc(Br)c1	-7
O=C(NCCC(O)c1ccc2c(c1)OCO2)c1c(F)cccc1Cl (stereo not drawn)	7
N#Cc1cccc(NC(=O)Cn2cccc(-c3nc(-c4ccc(Cl)cc4)no3)c2=O)c1	-11
Cc1ccc(N2CCC(CNS(=O)(=O)c3ccc4c(c3)OCCO4)CC2)nn1	-6
Cn1c(SCC(=O)NCc2ccc(F)cc2)nc2c(-c3ccccc3)csc2c1=O	12
CSCC(C)(O)CNC(=O)CCc1ccccc1F (stereo not drawn)	1

Copied from the listing, 17 compounds:
SMILES	PriA SSB inh
O=S(=O)(c1ccc(-c2csc(N/N=C\c3cccs3)n2)cc1)N1CCCC1	-6
O=C(NCC1CCN(Cc2cccs2)CC1)c1cccc2ccccc12	0
COCCN1CSC(=S)N(Cc2ccccc2)C1	-3
NNC1CS(=O)(=O)CC1O (stereo not drawn)	-27
N#Cc1cccc(C(=O)N2CCC(CSCc3ccco3)CC2)c1	3
COC(=O)c1ccc(CSc2nc(-c3cccs3)nc3c2c(=O)n(C)c(=O)n3C)o1	-11
CCn1nccc1C(=O)Nc1sccc1-c1nc2ccccc2s1	-19
O=C(Cn1c2c(c(=O)n(C3CCCCC3)c1=O)CCC2)N1CCOCC1	-9
COc1ccccc1NC(=O)C1=C(C)Nc2ncnn2C1c1ccccc1F (stereo not drawn)	2
CCOc1cc(C)c(Cl)cc1S(=O)(=O)NCCC1=CCCCC1	2
Cc1cc(-c2nnc(NC(=O)CS(=O)(=O)c3ccc(Cl)cc3)o2)nn1C	-12
O=S1(=O)CCC(n2nc(-c3ccco3)cc2NS(=O)(=O)c2cccc(Cl)c2)C1 (stereo not drawn)	-2
O=C(NCC1CCN(C(=O)c2ccncc2)CC1)c1cccc(Br)c1	-7
O=C(NCCC(O)c1ccc2c(c1)OCO2)c1c(F)cccc1Cl (stereo not drawn)	7
N#Cc1cccc(NC(=O)Cn2cccc(-c3nc(-c4ccc(Cl)cc4)no3)c2=O)c1	-11
Cc1ccc(N2CCC(CNS(=O)(=O)c3ccc4c(c3)OCCO4)CC2)nn1	-6
Cn1c(SCC(=O)NCc2ccc(F)cc2)nc2c(-c3ccccc3)csc2c1=O	12

(cont.)
SMILES	PriA SSB inh
O=C(Nc1ccc(S(=O)(=O)N2CCc3ccccc32)cc1)C(c1ccccc1)c1ccccc1	-18&-2
Cc1cccc(Nc2ccc(C(=O)O)cc2[N+](=O)[O-])c1	7
O=C(c1ccc2noc(-c3ccccc3)c2c1)N1CC[C@H](S(=O)(=O)Cc2ccco2)C1	-7
CCOC(=O)c1c(-c2ccccc2)csc1NC(=O)c1ccc2snnc2c1	-5
N#Cc1cccnc1OC1CCN(C(=O)c2cc(-c3cccs3)[nH]n2)CC1	3
O=C(Nc1sccc1-c1nc(C2CC2)no1)c1ccccc1Cl	-58
CCNC(=O)c1csc(NC(=O)c2ccccc2SCC)n1	-5
CCCn1c(=NC(=O)/C=C/c2ccccc2)sc2cccc(F)c21	-20
Cc1nc2c([nH]1)CC(C(=O)NCCn1c(C)cc3ccccc31)CC2 (stereo not drawn)	-5
O=C(NCCCc1ccccc1)NC1CCN(c2ccccn2)C1 (stereo not drawn)	13
Cc1cc(N2CCOCC2)nc(N2CCN(C(=O)CCC3CCCCC3)CC2)n1	1
O=S(=O)(c1cccs1)N1CCN(c2ccc(-c3cccnc3)nn2)CC1	-17
Cc1nc(-c2ncccn2)sc1C(=O)O	-13
CCOc1ccc2ccccc2c1C(=O)NCc1nnnn1-c1ccc(F)cc1	0
Cc1nccn1-c1ncc(NC(=O)Nc2ccc3c(c2)OCO3)cn1	-2
O=C(CCN1C(=O)/C(=C\c2ccco2)SC1=S)NN1CCOCC1	-5
COc1ccc(CC(=O)Nc2cnc(N(C)C)nc2N(C)C)cc1	0
COc1ccc(C(=O)Nc2sc3ccccc3c(=O)c2-c2cccs2)cc1	-41
Cc1noc(C)c1S(=O)(=O)N1CCC(Cn2cccn2)CC1	-12
COc1ccccc1-c1cn2nnc(C(=O)N3CCC(C(N)=O)CC3)c2c(=O)[nH]1	-21
COc1ccccc1C=c1sc2nc(-c3ccccc3OC)nn2c1=O	-2
O=C(Nc1ccccc1-c1cn2ccsc2n1)c1ncccn1	8
O=C(CCN1C(=O)S/C(=C\C=C\c2ccccc2)C1=O)Nc1nccs1	-2
CCCc1cc(=O)[nH]c(-n2nc(C)cc2NC(=O)C(=O)N2CCc3ccccc3C2)n1	6
CC(=NNC(=O)CCc1c(C)n[nH]c1C)c1ccc([N+](=O)[O-])cc1	-4
Cc1ccc(-c2cc(C(=O)NN=Cc3c(C)nn(C)c3C)c3ccccc3n2)cc1C	-10
COc1ccc2nc(N(CCCn3ccnc3)C(=O)Cc3ccc(F)cc3)sc2c1	39*
Cc1cnnn1-c1ccc(C(=O)Nc2ccc(Cl)cc2)cc1	-12
O=C(CN1CCN(S(=O)(=O)c2ccc(Br)cc2)CC1)NN=Cc1cccnc1	4
O=C(Nc1ccc2c(c1)C(=O)NCCO2)c1ccc(F)c(F)c1	0
O=C1Cc2cc(NC(=O)Nc3ccc(Cl)cc3)ccc2N1	-15
O=C1CCC(=O)N1c1ccc(Cc2ccc(N3C(=O)CCC3=O)cc2)cc1	-9
CC1CCc2c(sc(NC(=O)c3ccn(C)n3)c2-c2nc3ccccc3s2)C1 (stereo not drawn)	-16
Cn1cc([C@@H](O)CNC(=O)c2ccccc2Br)c2ccccc21	-2
Cc1ccc(OCC(=O)Nc2ccc3c(c2)NC(=O)C(C)(C)CO3)cc1	22
CSc1ccccc1NC(=O)C(=O)NCC1CCN(Cc2ccccc2)CC1	-15
O=C(CCCc1ccccc1)N[C@H]1CC(=O)N(C2CC2)C1	-17
O=C(Cn1cnc2c(cnn2-c2ccc(F)cc2)c1=O)Nc1ccccc1C(F)(F)F	-1
CC(=O)c1ccc(NC(=O)C2CCN(c3ccc(-c4ccccc4)nn3)CC2)cc1	-12
CCOc1ccc(S(=O)(=O)Nc2ccc(CC(=O)NC)cc2)cc1F	-11
COc1ccc(C2=NN(C(=O)COc3cccc4c3CCNC4=O)[C@H](c3ccc(C)cc3)C2)cc1	3
O=C(Nc1ccccc1Cc1nc(-c2cnccn2)no1)c1ccc2ncsc2c1	-2
COc1ccc2c(c1)O/C(=C\c1cccc(OC(=O)N3CCOCC3)c1)C2=O	-10
O=C(CSc1nccn(-c2ccc(F)c(F)c2)c1=O)Nc1ccccc1Cl	-6
O=C(NCc1ccccc1-c1ccsc1)C1CC=CCC1 (stereo not drawn)	-5
CC(=O)N(Cc1ccco1)c1nc2ccc(Cl)cc2s1	-10
O=C(CSc1nc(-c2ccccc2)c2ccccc2n1)NCC1CCCO1 (stereo not drawn)	-14
O=C(OCc1cc(-c2cccs2)on1)c1cccc(F)c1	-70

Exported with bars between the fields: part of the list above.
Compound | PriA SSB inh
O=C(NCc1c(F)cccc1F)c1c(O)nc2sccn2c1=O | -3&5
Cc1cc(C(=O)NN=C2CC(=O)CC(C)(C)C2)c(C)n1-c1ccc(F)cc1 | -1

New compounds follow
SMILES	PriA SSB inh
CCOc1ccccc1NC(=O)CSc1ccc(-c2ccccn2)nn1	116*
Cc1cc(O)c(C(c2cccc(F)c2)c2c(O)cc(C)n(CCO)c2=O)c(=O)n1CCO	-28
COc1ccc(NC(=O)CSc2nc3c(-c4ccccc4)c[nH]c3c(=O)n2C(C)C)c(OC)c1	8
C=CCN=c1scc(-c2ccco2)n1N=Cc1ccc(O)c(O)c1O	13
N#Cc1c(NC(=O)CN2CCOCC2)sc2c1CCCC2	-6
CCOc1ccc(C2C(=C(O)c3ccc(S(=O)(=O)N4CCCCC4)cc3)C(=O)C(=O)N2CCCOC)cc1OC (stereo not drawn)	4
N#CC1=C(N)n2c(sc(=Cc3cccs3)c2=O)=C(C#N)C1c1cccs1 (stereo not drawn)	17
CCOc1ccc2nc(N3CCN(C(=O)CS(=O)(=O)c4ccc(OC)cc4)CC3)sc2c1	-12
COc1ccc(-c2noc(CS(=O)(=O)c3ccc(Br)cc3)n2)cc1OC	-6
NC1=NC(=O)C(CC(=O)NC2CCCCC2)S1 (stereo not drawn)	11
Cc1noc(C)c1S(=O)(=O)NCCc1nc2c(c(C(F)(F)F)n1)CCCC2	4
CN(C)c1ccc(OC2CCN(C(=O)c3cc(=O)c4ccccc4o3)C2)nn1 (stereo not drawn)	-10
COc1ccc(Br)c(C(=O)NCC(OC)c2ccc(C)s2)c1 (stereo not drawn)	-23
COc1ccc(/C=C/C(=O)N2CCCCC2)cc1	1
COc1cccc2cc(C(=O)Nc3ccc(S(C)(=O)=O)cc3)oc12	-3
O=c1ccc(-c2ccco2)nn1CCCNS(=O)(=O)c1cccs1	0&11
Cc1cncnc1N1CCN(S(=O)(=O)Cc2cc(F)ccc2F)CC1	-11
CS(=O)(=O)N1CCCC(C(=O)NCc2ccccc2)C1 (stereo not drawn)	5
COc1nccnc1OC1CCN(S(=O)(=O)c2cccc3cccnc23)C1 (stereo not drawn)	-4
Cc1nnc(NC(=O)CCc2csc(NC(=O)NC3CCCCC3)n2)s1	-12
COc1cccc2sc(NC(=O)c3cccc(S(=O)(=O)C(C)C)c3)nc12	11
COc1ccc(-c2csc3c(=O)n(Cc4ccccc4Cl)cnc23)cc1	-4
CCn1c(SC/C=C/c2ccccc2)nnc1-c1nnc(SC/C=C/c2ccccc2)n1CC	-11
O=C(CCSc1ccc(F)cc1)Nc1ccc2sccc2c1	-26
CNC(=O)CS(=O)(=O)C1CCN(C(=O)c2cnn(-c3ccccc3)c2C)CC1	-14
O=C(CCCn1nc(-c2ccccc2)ccc1=O)Nc1cccc(C(F)(F)F)c1	-2
COc1ccc(Br)cc1S(=O)(=O)NCc1sc(C)nc1C	13
CCCCCCCCc1c(C)c(C#N)c2nc3ccccc3n2c1N1CCN(C(c2ccccc2)c2ccccc2Cl)CC1 (stereo not drawn)	-9
O=C(NCCc1ccccc1)C(=O)NCC(=O)N1CCOC(c2ccccc2)C1 (stereo not drawn)	-9
CCc1ccc(-n2nnc(C(=O)OCc3ccccc3F)c2C)cc1	-8
CN(C)c1ccc(C=NNC(=O)c2ccc(Cl)cc2)cc1	-15
Cc1ccc(C)c(CSc2nccn3nc(-c4cccs4)cc23)c1	-14
COc1ccccc1Oc1cncnc1-c1ccc(OCc2cc(C)ccc2C)cc1O	-6
CN(C)CCNC(=O)C(=O)Nc1ccc(Cl)c(N2CCCS2(=O)=O)c1	-10
O=C(CSc1ncnc2sc3c(c12)CCC3)Nc1ccc(F)c(Cl)c1	2
